Source: PubChem BioAssay
HttQ103 aggreg = qHTS Multiplex Assay to Identify Dual Action Probes in a Cell Model of Huntington: Aggregate Formation (GFP); PC12 HttQ103-GFP aggregates, Acumen cytometry, 40 h; Potency, µM (series often up to 46.1 µM), for inactives: top-dose activity change, negative = inhibition, hits mostly inhibitors; hit rate 1.1% among 220,000; AID 1688, 2009; also: potency is read from the fitted curve at half-maximal effect; % is scaled to controls: 0 for no effect and ±100 for the full control effect; nearly all actives have a fitted effect of over 60% in size
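Aggregate formation scored by laser-scanning cytometer (488 excitation, 500–530 emission) in lysed PC12 cells expressing Q103-GFP after 100 nM tebufenozide induction; library tested in dose series, with ATPLite reagent added in the multiplex.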
CBFb-RUNX1 inh = qHTS Assay for Compounds Blocking the Interaction Between CBF-beta and RUNX1 for the Treatment of Acute Myeloid Leukemia; AlphaScreen CBFb-His/RUNX1-biotin binding, biochemical; Potency, µM (doses to about 59.8 µM), for inactives: at the highest dose activity, negative = inhibition, hits mostly inhibitors; 230,000 tested, under 10 active; AID 1477, 2009; also: % of control where 0% means no effect
Target sequence (Q01196 whole entry, looked up): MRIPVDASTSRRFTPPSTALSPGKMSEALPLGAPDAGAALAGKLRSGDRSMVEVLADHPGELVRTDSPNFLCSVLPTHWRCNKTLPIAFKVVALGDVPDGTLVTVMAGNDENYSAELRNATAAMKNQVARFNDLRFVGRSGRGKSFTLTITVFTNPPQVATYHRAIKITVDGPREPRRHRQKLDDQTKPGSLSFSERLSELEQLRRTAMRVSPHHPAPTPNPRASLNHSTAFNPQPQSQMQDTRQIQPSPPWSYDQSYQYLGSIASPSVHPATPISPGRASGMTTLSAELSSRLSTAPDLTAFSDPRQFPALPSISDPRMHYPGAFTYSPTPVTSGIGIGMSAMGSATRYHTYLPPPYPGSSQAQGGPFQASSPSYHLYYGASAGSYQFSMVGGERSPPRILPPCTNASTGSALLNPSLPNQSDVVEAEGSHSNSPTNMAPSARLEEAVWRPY
Target sequence (Q13951 whole entry, looked up): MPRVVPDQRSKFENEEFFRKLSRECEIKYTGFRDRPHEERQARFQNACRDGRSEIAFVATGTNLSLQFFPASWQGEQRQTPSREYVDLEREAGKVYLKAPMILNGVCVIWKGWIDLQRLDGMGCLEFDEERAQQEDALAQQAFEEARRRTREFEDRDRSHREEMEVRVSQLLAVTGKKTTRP
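Room-temperature protein-protein interaction test with 30 nM each of His-tagged CBF-beta and biotinylated RUNX1, 15 min with compound, then 90 min with nickel plus streptavidin beads. Signal read in AlphaScreen mode.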
IMPase Li cell = qHTS Assay for Identifying the Cell-Membrane Permeable IMPase Inhibitors: Potentiation with Lithium. CHO-M1 cells, IP1 TR-FRET (IP-One), carbachol + lithium. Potency, µM (doses to about 59.4 µM), for inactives: top-dose activity, negative = IMPase inhibition, usual class: inhibitors. hit rate 0.35% among 210,000. AID 1457, 2008;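 also: IP1 builds up when IMPase is blocked and the TR-FRET signal falls; potency is read from the fitted curve at half-maximal effect; plate controls were basal vehicle for no effect and high inhibitor control for full effect; nearly all actives have a fitted effect of over 50% in size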
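Test compounds were applied to CHO-M1 cells previously cultured for 16–30 h at 2000 per well. A small lithium amount accompanied them; after 30 min at 37C, IP1 was quantified by TR-FRET.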
Lamin A splicing = qHTS Assay for Modulators of Lamin A Splicing; HeLa LMNA splicing GFP/RFP minigene ratio, 48 h; Potency, µM (series often up to 46.1 µM), for inactives: at the top dose ratio change, negative = inhibition, most hits filed as inhibitors; hit rate 0.01% among 200,000; active = well fitted inhibition curve with a large enough effect in the signal ratio, with a control signal flat, not every such curve was filed as active; inconclusive = small, poorly fitted or top-dose-only effect, or effect the other way, or a change in a side signal; the % refers to the signal ratio; also: potency is read from the fitted curve at half-maximal effect; % is scaled to controls: 0 for no effect and ±100 for the full control effect
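S3 HeLa cells stably expressing lamin A-EGFP splicing minigene plus DsRed2, 600 cells/well, 48 h compound exposure at 37C. Laser-scanning cytometry; analysed as GFP (500-530 nm)/RFP (575-640 nm) total intensity ratio; 0.5% DMSO vehicle.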
Epigenetic derep = Quantitative High-Throughput Screen for Regulators of Epigenetic Control | AID 1865, 2009 | Potency, µM (series often up to 53.9 µM), inactives show at the highest dose GFP activation, most hits filed as activators | hit rate 0.2% among 280,000 | murine LDR cells, GFP reporter derepression, 30 h; also: potency is read from the fitted curve at half-maximal effect; % of control where 0% means no effect; nearly all actives have a fitted effect of over 60% in size
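Derepression of a silenced CMV-GFP reporter in murine LDR cells is scored by enumerating GFP-positive cells with a laser-scanning microplate cytometer after 30 hours of treatment at 37 C.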
NPSR antagonist = qHTS Assay for Antagonists of the Neuropeptide S Receptor: cAMP Signal Transduction. Q6W5P4. CHO-NPSR cells, cAMP TR-FRET, antagonist mode. Potency, µM (top dose mostly 38.3 µM), for inactives: top-dose activity change, negative = inhibition, most hits filed as inhibitors. hit rate 1% among 220,000; also: potency is read from the fitted curve at half-maximal effect; % is scaled to controls: 0 for no effect and ±100 for the full control effect; nearly all actives have a fitted effect of over 50% in size; many of its hits are not listed in these tables
Target sequence (Q6W5P4 whole entry, looked up): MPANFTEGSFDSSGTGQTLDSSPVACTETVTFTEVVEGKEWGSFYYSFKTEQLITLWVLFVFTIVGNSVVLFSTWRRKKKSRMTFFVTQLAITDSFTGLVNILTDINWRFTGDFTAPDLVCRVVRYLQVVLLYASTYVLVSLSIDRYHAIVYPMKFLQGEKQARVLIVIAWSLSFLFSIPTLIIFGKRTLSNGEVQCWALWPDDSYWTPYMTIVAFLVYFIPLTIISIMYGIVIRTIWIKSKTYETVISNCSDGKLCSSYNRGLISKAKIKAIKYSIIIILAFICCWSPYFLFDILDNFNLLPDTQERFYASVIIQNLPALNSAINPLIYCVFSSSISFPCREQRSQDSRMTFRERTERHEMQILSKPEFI
KinaseGlo FLuc = Counterscreen for Luciferase (Kinase-Glo TM) Inhibition; Potency, µM (highest dose often 38.3 µM), without a hit: at the top dose activity change, negative = inhibition, usual class: inhibitors; hit rate 0.28% among 200,000; Luciferin 4-monooxygenase (Photuris pensylvanica), Q27757; Kinase-Glo luciferase, ATP luminescence, 8 min; also: potency is read from the fitted curve at half-maximal effect; % is scaled to controls: 0 for no effect and ±100 for the full control effect; nearly all actives have a fitted effect of over 60% in size
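Substrate mix (final 50 mM imidazole pH 7.2, 50 mM KCl, 7 mM MgCl2, 10 uM ATP, 0.01% Tween 20, 0.05% BSA) plus pin-tool compound, then Kinase-Glo detection mix; 8 min ambient, luminescence read.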
Numbers without * were called inactive; ? = inconclusive; . = no result given; & = joins results of further samples; [ ] = remark or other dose. Unless noted, calls follow the shape of the dose curve; as a rule, active = well fitted curve in the direction sought with a large enough effect; inconclusive = small, poorly fitted or top-dose-only effect, or another doubt; inactive = no such curve, though single readings can be large; an effect the other way counts as inactive or inconclusive.

SMILES	HttQ103 aggreg	CBFb-RUNX1 inh	IMPase Li cell	Lamin A splicing	Epigenetic derep	NPSR antagonist	KinaseGlo FLuc
O=C(O)C(Cc1ccccc1)N=Cc1c(O)c2ccccc2oc1=O (configuration not stated)	-25%	-2%	-10%	.	11%	19%	11%
CCC(C)[C@H](NC(=O)NCc1ccc(F)cc1)C(=O)O (some centres not stated)	-22%[9.22 µM]	9%	.	.	0.5%	-13%	.
CC(C)c1nnc(NC(=O)CSc2nnc(NC(=O)c3c(F)cccc3F)s2)s1	-8%	-1%	-3%	2%[46 µM]	-4.3%	-8%	3%
COc1ccc(N2CCN(C(=O)CCCn3c(=S)[nH]c4cc5c(cc4c3=O)OCO5)CC2)cc1	1%	-11%	0%[38.3 µM]	2%	-0.1%	-18%[46.1 µM]	2%
OC1(c2ccccc2)Cc2cccc[n+]2C1c1ccccc1 (configuration not stated)	5%[9.22 µM]	17%	.	.	1.1%	6%	.
Cc1noc(NS(=O)(=O)c2ccc(N/C=C/C(=O)c3ccc(F)cc3)cc2)c1C	-2%	16%	1%	.	2.5%	-31%	1%
COc1ccc(NC(=O)CN(c2ccc([N+](=O)[O-])cc2)S(=O)(=O)c2ccccc2)c(OC)c1	5%	-6%	2%	4%	0.0%	-20%[46.1 µM]	-2%
CSc1ccc(C(C(C(=O)c2cccs2)N2CCOCC2)N2CCOCC2)cc1 (configuration not stated)	?	4%	3%[38.3 µM]	-1%	0.0%	-13%[46.1 µM]	3%
N#Cc1ccc(NC(=O)COC(=O)CNC(=O)C2CCCCC2)cc1	0%[9.22 µM]	-1%	-7%[38.3 µM]	16%	-0.1%	-16%[46.1 µM]	5%
COc1ccccc1CNC(=O)C1CCCN(S(=O)(=O)c2cccc3cccnc23)C1 (configuration not stated)	-15%	-1%	25%[38.3 µM]	-11%	-0.8%	-16%[46.1 µM]	4%
CCOCCCNCc1cccc(OCc2ccc(F)cc2)c1	-20%	-4%	4%	-12%	0.1%	10%	-2%
CCOc1ccc(N(CC(=O)N2CC=C(c3ccccc3)CC2)S(=O)(=O)c2c(C)noc2C)cc1	-5%	-6%	14%[38.3 µM]	-12%	-2.4%	-23%[46.1 µM]	-1%
N#Cc1ccc(NC(=S)NCCN2CCOCC2)cc1	-3%	8%	4%	.	-1.5%	7%	1%
CCCCC(=O)Nc1ccc(C(=O)NNC(=S)NC(=O)c2cccs2)cc1	-29%	?	.	?	-0.9%	-14%[46.1 µM]	.
COc1ccnc(Oc2ccc(F)cc2)c1C(=O)N/C=N/OCc1ccc(Cl)cc1Cl	?	20%	-1%	?	-0.9%	-22%[46.1 µM]	7%

Two consecutive compounds already listed, for reference:
SMILES	HttQ103 aggreg	CBFb-RUNX1 inh	IMPase Li cell	Lamin A splicing	Epigenetic derep	NPSR antagonist	KinaseGlo FLuc
OC1(c2ccccc2)Cc2cccc[n+]2C1c1ccccc1 (configuration not stated)	5%[9.22 µM]	17%	.	.	1.1%	6%	.
Cc1noc(NS(=O)(=O)c2ccc(N/C=C/C(=O)c3ccc(F)cc3)cc2)c1C	-2%	16%	1%	.	2.5%	-31%	1%

Carrying on.
SMILES	HttQ103 aggreg	CBFb-RUNX1 inh	IMPase Li cell	Lamin A splicing	Epigenetic derep	NPSR antagonist	KinaseGlo FLuc
N#Cc1c(NC(=O)c2cc(-n3cnnc3)ccc2Cl)sc2c1CCCC2	-13%	5%	?	?	0.4%	-8%[46.1 µM]	3%
O=C1OCCN1C(=O)[C@H]1[C@H](c2ccc([N+](=O)[O-])cc2)C(c2cccc(Cl)c2)=NN1c1ccccc1	6%	-27%	-7%&-2%	?	-1.8%&3.4%	-1%	1%[39.9 µM]
COc1cccc(-c2nn(-c3ccccc3)cc2CN(C)Cc2c(C)nc3ccccn23)c1	3%[9.22 µM]	-8%	19%	-28%[46 µM]	0.2%	?	-4%
CCOP(=O)(c1ccc(N(C)C)cc1)C(O)c1ccc(Cl)cc1 (configuration not stated)	4%	2%	2%[38.3 µM]	6%	-1.9%	-14%[46.1 µM]	5%
CC(=O)NS(=O)(=O)c1ccc(N=NN2CCCCCC2)cc1	9%[9.22 µM]	2%	2%	.	-1.4%	-5%	3%
O=C(N/N=C/c1ccc([N+](=O)[O-])s1)c1cccc(Br)c1	?	-19%	3%	?	-1.2%	0%[46.1 µM]	-3%
Cn1sc(NC(=O)c2ccccc2Cl)nc1=O	28%	-3%	-6%[38.3 µM]	8%	0.0%	-7%[46.1 µM]	-4%
O=C(NCc1ccco1)NC1CCCCC1	-11%	-3%	6%	-4%	0.0%	-8%[46.1 µM]	-2%
COc1ccc2nc(C)cc(SCC(=O)N/N=C/c3ccccc3)c2c1	3%	-10%	7%	-19%	-1.1%	-1%	1%
CCCSc1ccc(C(=O)Nc2ccc(Cl)cc2)cn1	-5%	3%	0%	?	-0.3%	-2%	0%
CCOc1ccc(S(=O)(=O)NCc2csc(C)n2)cc1	?	-5%	29%[38.3 µM]	?	-1.2%	10%[46.1 µM]	1%
O=C1N(C2CCCC2)C[C@@H]2C[C@@H](c3cccn3-c3nccs3)N3CCC[C@@]123	-5%	14%	12%	.	-7.7%	-8%	1%
COc1ccccc1C(=O)n1nc(-c2ccco2)nc1SC	-5%	6%	-1%	4%[46 µM]	0.0%	22%	-3%
O=c1[nH]cc(S(=O)(=O)c2ccccc2)[nH]1	11%	12%	5%	.	-0.2%	21%	0%
Nc1cccc(Oc2c(F)c(F)c(Oc3cccc(N)c3)c(F)c2F)c1	21%[9.22 µM]	1%	.	.	0.3%	-42%	.
CCCCC/C=C\C/C=C\C/C=C\CCCCC(N)=O	.	-6%	2%	.	-0.3%	.	1%
CS(=O)(=O)c1ncc(CO)n1Cc1ccccc1	16%	-5%	2%	.	-1.0%	9%	1%
CCCCNC(=O)COC(=O)c1cc(F)c(F)cc1Cl	2%	8%	-17%[38.3 µM]	6%	-1.2%	-4%[46.1 µM]	2%
COc1cc(C(=O)O)ccc1OC(C)=O	2%	0%	7%[38.3 µM]	6%	0.2%	6%[46.1 µM]	-2%
COc1ccc(/C(C)=N/NC(=O)CNC(=O)CCc2ccccc2)c(OC)c1	10%[9.22 µM]	0%	.	.	11%	15%	.
O=C(CSc1nc2ccc([N+](=O)[O-])cc2[nH]1)NC1CCCCC1	?	3%	10%[38.3 µM]	0%	-1.1%	-1%[46.1 µM]	7%
CCc1cc2c(=O)[nH]c(COC)nc2s1	7%	9%	0%	-5%	-2.0%	8%	-6%
CCOC(=O)CC(=O)Nc1cc(Cl)ccc1O	-6%	-6%	30%[38.3 µM]	-12%	3.6%	-2%[46.1 µM]	-1%
Nc1c(NCCCN2CCOCC2)c2ccccc2oc1=O	4%	11%	36%[activator][38.3 µM]	4%	0.1%	-18%[46.1 µM]	-2%
Cc1ccc(-n2nnc3c(=O)n(Cc4ccccc4C)cnc32)cc1	3%	2%	12%[38.3 µM]	8%	-0.8%	-6%[46.1 µM]	-2%
COc1cccc(-c2nnc(-c3ccccc3[N+](=O)[O-])o2)c1	-10%[9.22 µM]	0%	.	.	1.0%	-8%	.
O=Cc1cccn1-c1c(C(=O)O)cnn1-c1ccccc1	-7%	1%	-6%	0%[9.22 µM]	-3.9%	5%	2%
COc1cc(NC(=O)c2ccco2)c(OC)cc1NC(=O)CSc1nnc(-c2cccs2)n1C	14%	6%	-15%[38.3 µM]	-2%	-0.2%	-13%[46.1 µM]	-7%
COc1ccccc1/C=C/C=N/NC(=O)CCn1nnc2ccccc21	10%	6%	2%	-7%	-1.0%	0%	4%
Cc1ccccc1NC(=S)N(Cc1ccccc1)Cc1cccnc1	2%	4%	5%	-1%[46 µM]	2.1%	-17%	0%
COc1cc(N/C=C2\CC(=O)NC(C)=C2C#N)cc(OC)c1OC	12%	-9%	-2%	13%[46 µM]	-1.4%	-1%	3%
CC(C)(C)c1nnc(NC(=O)c2cccs2)s1	-6%[9.22 µM]	5%	5%	5%[46 µM]	-4.1%	-3%	-20%
CNC(=S)N1N=C2c3ccccc3CCC2C1c1ccccc1Cl (configuration not stated)	7%[9.22 µM]	0%	.	.	1.0%	?	.
CCN(CC)c1ccc(/C=N/NC(=O)c2cc(C)nc3ccccc23)cc1	-4%[9.22 µM]	3%	.	.	-1.1%	-22%	.
CCn1c(-c2cccnc2)n[nH]c1=S	-14%	2%	-4%[38.3 µM]	7%[0.0737 µM]	0.1%	5%[46.1 µM]	-3%
Cc1ccc2nc(Nc3nc(CSc4nnc(C)s4)cc(=O)[nH]3)nc(C)c2c1	-1%[9.22 µM]	3%	27%	?	?	53%	-2%
CN1CCN(C(=O)/C(=C/c2ccc(F)cc2)c2ccsc2)CC1	3%	12%	30%	-24%[46 µM]	-3.4%	4%	5%
Cc1ccccc1CS(=O)(=O)c1cn(CC(=O)N2CCC(C)CC2)c2ccccc12	7%	-3%	2%	?	1.1%	-29%[46.1 µM]	-1%
O=C1CSC(=NC(=O)c2ccccc2)N1	?	2%	18%[38.3 µM]	-29%	-0.1%	0%[46.1 µM]	2%
CCc1nnc(NC(=O)CSc2nc3c(c(=O)n2CC)SC(C)C3)s1 (configuration not stated)	?	12%	26%[38.3 µM]	-4%	0.9%	-1%[46.1 µM]	2%
O=C(Cc1c(C(=O)O)[nH]c2ccc(Cl)cc12)Nc1ccc2c(c1)OCCO2	-10%	-4%	.	2%	-5.2%	2%[46.1 µM]	.
CCOC(=O)c1sc2nc(C3CC3)cc(-c3ccc(F)cc3)c2c1N	-5%	9%	11µM*	?	-0.1%	-12%[46.1 µM]	0%
COCCNC(=S)N1CCN(C/C=C/c2ccccc2)CC1	5%	7%	-2%	.	-0.3%	-14%	5%
C#CCOCCOCCOCCNc1nc(N2CCN(C(=O)Cn3cc(CCCCN)nn3)CC2)nc(N2CCN(C(=O)Cn3cc(CCCCN)nn3)CC2)n1	0%	2%[2.36 µM]	8%	-12%	-1.7%	15%	0%
O=C(CCS(=O)(=O)c1ccc(Br)cc1)N1CCN(c2ccccc2)CC1	-10%	-13%	27%[38.3 µM]	-10%	0.0%	-8%[46.1 µM]	-1%
OC(CN1CCCCC1)Cn1c(C(F)(F)F)nc2ccccc21 (configuration not stated)	-4%	19%	4%	-9%	0.0%	-1%[46.1 µM]	-1%

Only part of the results is shown; the hit share may differ from the screen's.
